# UBC9 SUMO inh = inhibitors of human SUMOylation (UBC9); AID 2006; HTRF SUMOylation assay, SAE1/SAE2 + UBC9, in vitro; P63279; inhibition, % at 35 µM; 290,000 compounds, 0.36% hits; in the data active means inhibition above about 50%, passing the limit was not always enough; further: strong numbers were not always called active
# Target sequence (P63279 whole entry, looked up): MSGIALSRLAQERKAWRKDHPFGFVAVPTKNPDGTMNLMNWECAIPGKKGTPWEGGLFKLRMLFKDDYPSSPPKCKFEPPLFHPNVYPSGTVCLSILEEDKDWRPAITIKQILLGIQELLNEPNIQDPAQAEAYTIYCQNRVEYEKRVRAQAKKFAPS
# DNA FID counter = displaces DNA intercalator in HCV helicase counter-screen. DNA fluorescent intercalator displacement, fluorescence. inhibition, % at 7.9 µM. 290,000 compounds, 0.17% hits; in the data active means inhibition above about 37%;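 further: 0% = vehicle and 100% = reference compound; higher means more ethidium bromide displaced from hairpin DNA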
# MEKK3 PB1 HTS = modulators (inhibitors or enhancers) of MEK5 binding to human MEKK3 PB1 domain | Q99759 | bead-based flow cytometry, Alexa488-MEK5 binding to MEKK3; actives lie on both sides; 0 = blocked by unlabeled MEK5, 100 = vehicle | binding response (% of control), % at 10 µM | 290,000 compounds, 1.4% hits;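 active means binding response more than 3 SD above or below the average of its plate-row segment, actives on both sides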;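 further: Alexa488 bead fluorescence after subtracting the streptavidin-only scavenger bead signal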
# Target sequence (Q99759 whole entry, looked up, the tested form may be a part): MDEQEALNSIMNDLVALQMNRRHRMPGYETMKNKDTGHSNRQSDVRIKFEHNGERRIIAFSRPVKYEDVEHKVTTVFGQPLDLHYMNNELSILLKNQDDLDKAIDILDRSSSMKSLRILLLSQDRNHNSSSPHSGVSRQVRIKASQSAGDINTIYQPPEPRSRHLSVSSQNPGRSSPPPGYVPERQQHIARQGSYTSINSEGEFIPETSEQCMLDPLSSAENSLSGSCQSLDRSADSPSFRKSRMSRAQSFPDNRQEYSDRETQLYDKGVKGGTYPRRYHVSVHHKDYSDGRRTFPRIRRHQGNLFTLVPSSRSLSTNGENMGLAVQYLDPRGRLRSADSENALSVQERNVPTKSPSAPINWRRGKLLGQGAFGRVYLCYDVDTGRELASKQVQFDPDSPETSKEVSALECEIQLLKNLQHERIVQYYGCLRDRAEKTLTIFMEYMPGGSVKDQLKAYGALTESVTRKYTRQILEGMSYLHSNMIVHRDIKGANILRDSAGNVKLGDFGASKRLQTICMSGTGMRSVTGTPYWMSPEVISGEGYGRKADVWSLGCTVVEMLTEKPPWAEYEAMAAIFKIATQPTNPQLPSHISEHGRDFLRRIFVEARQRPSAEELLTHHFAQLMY
# NS3 helicase inh = blocks Hepatitis C virus NS3 helicase unwinding. NS3 helicase DNA unwinding, Cy5 molecular beacon fluorescence. inhibition, % at 10.9 µM. 290,000 compounds, 0.56% hits;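 active means inhibition above the mean of all tested compounds plus 3 SD, set per campaign, cut at about 35% in these data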;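 further: 0% = DMSO wells and 100% = thioflavine S control wells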
#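 Assay system – hepatitis C virus NS3 helicase domain fragment enzyme · Buffer or medium – MOPS pH 6.5, MgCl2, DTT, Tween20, BSA · Reagent – Cy5/quencher beacon DNA duplex and ATP to start · Compound – single 10.9 µM dose · Timing – 1 h at 25 °C · Technique – Cy5 beacon fluorescence read at start and 1 h · Measure – % inhibition of unwinding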
# MEKK2 WT-MEK5 = raises or lowers MEK5 binding to wildtype human MEKK2 PB1 domain | Q9Y2U5 | bead flow cytometry, Alexa488-MEK5 binding to MEKK2 WT; actives lie on both sides | binding response (% of control), % at 10 µM | 290,000 compounds, 1.1% hits; in the data active means binding response below about 67% or above about 130%
# CRFBP-R2 block = CRF-BP/CRF-R2 complex antagonism; HEK293 CRF-R2/CRF-BP, CRF-induced calcium fluorescence; inhibition, % at 11.8 µM; 350,000 compounds, 0.59% hits;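 active means inhibition of the ligand-induced calcium signal above about 50% at the single tested concentration, limit read from the data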
# MEKK2 mut-MEK5 = signal of MEK5 binding to mutant human MEKK2 PB1 domain; bead flow cytometry, Alexa488-MEK5 binding to MEKK2 mutant; percent response, % at 10 µM; 290,000 compounds, 0.35% hits; AID 1530; in the data active means percent response above about 24%, passing the limit was not always enough; further: inactives centre near 1; some results filed as inactive read as strong as hits; reference of the scale not given here
# GalR3 antag = antagonists of human GalR3. O60755. HEK293 GalR3-CNG cAMP membrane potential fluorescence; galR3 body fused to GalR1 C-terminus. inhibition, % at 3 µM. 360,000 compounds, 0.44% hits. AID 651719;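 active means inhibition above the screen-wide average plus 3 SD, cut at about 13% in these data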;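 further: forskolin and galanin both at EC90 stimulate the cells; cAMP rise reported by CNG channel membrane potential dye signal; 0% = forskolin plus galanin with DMSO and 100% = forskolin alone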
# Target sequence (O60755 1-299 limits assumed): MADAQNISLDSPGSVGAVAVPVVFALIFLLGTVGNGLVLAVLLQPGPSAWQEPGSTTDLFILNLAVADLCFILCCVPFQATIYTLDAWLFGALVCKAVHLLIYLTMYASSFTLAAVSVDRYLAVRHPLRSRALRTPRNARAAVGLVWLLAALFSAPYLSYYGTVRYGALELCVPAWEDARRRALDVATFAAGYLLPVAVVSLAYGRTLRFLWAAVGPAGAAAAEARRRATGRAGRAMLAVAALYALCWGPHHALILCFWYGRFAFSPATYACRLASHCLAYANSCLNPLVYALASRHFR
# CRFR2-BP ag = agonists of human CRF-binding protein/CRF-R2 receptor complex. HEK293 CRF-R2/CRF-BP, calcium dye fluorescence (FLIPR); percent of saturating CRF peptide response. activation, % at 13.2 µM. 350,000 compounds, 0.46% hits;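 active means activation of at least 50%, plus an integration ratio under a set limit after plate pattern correction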;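 further: plate controls were neutral control wells without compound for no effect and CRF at EC100 for full effect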
# * hit, by the source's call. Only part of the results is shown; count on the stated rates, not on these rows.
# Start of the listing, in advance:
Molecule	UBC9 SUMO inh	DNA FID counter	MEKK3 PB1 HTS	NS3 helicase inh	MEKK2 WT-MEK5	CRFBP-R2 block	MEKK2 mut-MEK5	GalR3 antag	CRFR2-BP ag
C/C(CCc1ccccc1)=N/NC(=O)C(=O)NCc1ccccc1	0	-1	80	7	81	0	-16	-6	-2.5
COc1cccc(C(C#N)N2N=C(C)CC2(C)C)c1O (centres undefined)	9	-3	101	2	107	-26	5	-1	0.1

# This part in full, previewed entries included:
Molecule	UBC9 SUMO inh	DNA FID counter	MEKK3 PB1 HTS	NS3 helicase inh	MEKK2 WT-MEK5	CRFBP-R2 block	MEKK2 mut-MEK5	GalR3 antag	CRFR2-BP ag
C/C(CCc1ccccc1)=N/NC(=O)C(=O)NCc1ccccc1	0	-1	80	7	81	0	-16	-6	-2.5
COc1cccc(C(C#N)N2N=C(C)CC2(C)C)c1O (centres undefined)	9	-3	101	2	107	-26	5	-1	0.1
O=C(CNC(=O)c1ccco1)N/N=C/c1ccc(C(=O)O)cc1	-6	0	101	0	103	0	1	-3	0.0
Cn1c(NC(=O)c2ccccc2)c(-c2cccs2)c(=O)c2ccccc21	4	-2	97	15	102	22	6	-5	1.0
O=C(Nc1ccccc1F)c1coc(=O)c(Br)c1	16	0	100	-5	101	0	-2	-1	7.7
CSCC[C@H](NC(=O)OC(C)(C)C)c1nnc(SCC(=O)N(C)C)o1	-3	-17	96	-3	101	7	-5	4	-1.1
OCCC1CN(Cc2ccon2)CCN1Cc1ccccc1 (centres undefined)	16	-3	99	6	97	-2	-7	-4	0.8
CCN(CC)c1ccc(C(=O)OCC(=O)N2CCN(c3ccccc3)CC2)cc1	2	-1	108	-2	110	0	6	-4	1.8
COCCCNC(=O)/C=C/c1ccc(OCc2c(F)cccc2Cl)cc1	-18	-26	103	-13	106	-18	1	-9	-2.7
COc1ccc(Nc2cc(Nc3ccc(OC)cc3)ncn2)cc1	24	-7	95	-8	98	4	2	-11	2.1
O=C(COc1ncnc2sccc12)NC1CCS(=O)(=O)C1 (centres undefined)	12	-2	98	-2	98	0	-4	0	0.9
COC(=O)C1C2C=CC3(CN(C(C)C)C(=O)C13)O2 (centres undefined)	26	0	93	1	92	3	-1	1	-0.9
C(CNC1C2CC3CC(C2)CC1C3)CN1CCOCC1 (centres undefined)	14	-3	104	-14	104	-2	5	2	1.3
Cc1ccc(S(=O)(=O)N/N=C/c2cccs2)cc1	-9	-2	101	-2	105	17	3	-1	-3.4
C/C(=N\NC(=O)c1nnn(-c2nonc2N)c1-c1ccc2c(c1)OCO2)c1ccc(C)cc1	-2	-21	99	-3	100	-87	0	-11	3.4
Cc1ccccc1N(CC(=O)NCC1CCCO1)C(=O)C1(C)CC(=O)N=C2C=CC=CN21 (centres undefined)	2	0	88	-6	91	20	-9	-5	-4.2
N#Cc1c(Nc2ccccc2)s[nH]c1=O	14	-3	103	3	100	10	4	-3	-1.6
CCOC(=O)CSc1nnc(CNC(=O)c2ccc(S(=O)(=O)N3CCOCC3)cc2)n1C	5	-10	75	0	99	2	1	2	0.8
Oc1nc(Nc2cccc(Cl)c2)sc1/C=C1\C=Nc2ccccc21	-2	10	102	6	100	-33	10	-10	-1.6
CN([C@@H](C(=O)OC(C)(C)C)c1ccccc1)S(=O)(=O)c1cccc(S(=O)(=O)N(C)[C@@H](C(=O)OC(C)(C)C)c2ccccc2)c1	-6	-17	102	13	101	23	-2	-2	0.4
CCn1cc(C2Nc3ccccc3C(=O)N2O)c(C)n1 (centres undefined)	1	-3	106	13	107	-26	11	0	7.1
CCOP(=O)(c1ccc(N(C)C)cc1)C(O)c1ccccc1OC (centres undefined)	-5	-7	99	-5	101	10	-2	-3	-1.8
O=C(CSc1nnnn1-c1ccccc1)c1cc2ccccc2oc1=O	8	2	99	13	96	-22	-1	5	1.1
COc1ccc(Cl)cc1C(=O)NCCCSc1ccccc1	6	-20	103	-8	101	22	-2	-9	2.1
Cc1cccc(NC(=O)c2ccccn2)c1C	24	-6	103	0	103	-12	1	-9	1.9
CC(=O)Nc1ccc(S(=O)(=O)NCC2CCC(C(=O)NCCC(C)C)CC2)cc1 (centres undefined)	3	-26	100	2	101	5	4	1	0.5
CSc1nncc(-c2ccc(F)c(F)c2)n1	32	0	99	3	94	-1	-2	-6	-2.9
Cc1ccc(CN2C(=O)CCSc3ccc(Cl)cc32)cc1	11	-14	106	-4	105	6	4	4	0.1
COc1cc(OC)c2c(OC)cccc2n1	-5	-3	101	0	92	-18	-2	3	-3.4
COc1ccc(S(=O)(=O)N2CCN(C)CC2)cc1C(=O)N1CCCCC1	7	-3	103	2	101	4	0	2	0.0
O/N=C(/c1ccccc1)c1cc2cc(Br)cc(Br)c2o1	15	-1	101	-17	103	-3	2	-7	0.9
CCn1nc(C)c(CN2CCC(n3nccc3NC(=O)Cc3ccccc3)CC2)c1C	17	-4	101	8	107	-28	5	-4	1.0

# Next part.
canonical_smiles | UBC9 SUMO inh | DNA FID counter | MEKK3 PB1 HTS | NS3 helicase inh | MEKK2 WT-MEK5 | CRFBP-R2 block | MEKK2 mut-MEK5 | GalR3 antag | CRFR2-BP ag
O=C(NCc1cccnc1)c1cc(-c2ccc(Cl)cc2)oc1C(F)(F)F | 0 | -12 | 100 | 4 | 99 | 11 | 6 | -5 | -0.6
CN(C)CCCN(C(=O)CCOc1ccccc1)c1nc2ccc(F)cc2s1 | 1 | -2 | 108 | -81 | 143* | -28 | 7 | -6 | 6.2
c1ccc2c(C3=NNC(=NC4CC4)SC3)c[nH]c2c1 | 15 | 6 | 100 | -11 | 93 | 6 | 0 | -5 | -3.3
Cc1ccc(N(CN2C(=O)C3CC=CCC3C2=O)C(=O)c2ccco2)cc1Cl (centres undefined) | 32 | -22 | 104 | 17 | 106 | -17 | -2 | -3 | 1.9
O=C(NCCc1c[nH]c2ccccc12)C1CCN(S(=O)(=O)c2ccccc2F)CC1 | -2 | -21 | 97 | 12 | 94 | -15 | -4 | -1 | -3.7
CCn1c(C)c(C(C)=O)c(N2CCCCC2)nc1=S | 0 | -12 | 87 | -5 | 87 | 3 | -11 | 4 | 2.3
COC(=O)C1=C(CS(=O)(=O)c2ccc(C)cc2)NC(=O)NC1c1ccc(OC)c(OC)c1 (centres undefined) | -1 | -20 | 97 | 14 | 99 | -13 | -6 | 2 | 1.0
O=C(CSc1cccc[n+]1[O-])NC(=O)c1ccc(OC(F)F)cc1 | 17 | 2 | 106 | -3 | 101 | 5 | 0 | 4 | -2.2
CC(=C/C(=O)O)/C=C/c1cccs1 | 6 | 0 | 97 | -3 | 92 | -1 | -1 | -3 | -1.4
S=C(NCC1CCCO1)N1CCN(c2ccc(Cl)c(Cl)c2)CC1 (centres undefined) | -16 | -15 | 100 | -14 | 99 | 8 | -1 | -8 | -0.8
Cc1ccn2c(NC(=O)c3ccccc3)c(-c3ccccc3)nc2c1 | 8 | -4 | 110 | 5 | 115 | -7 | 14 | -6 | 0.5
CC1=CCC2C(=O)N(c3cc(C)on3)C(=O)C2C1 (centres undefined) | 15 | 2 | 107 | -4 | 106 | 10 | 9 | 0 | -0.9

# Some of these compounds in order of SMILES length, lowest first:
canonical_smiles | UBC9 SUMO inh | DNA FID counter | MEKK3 PB1 HTS | NS3 helicase inh | MEKK2 WT-MEK5 | CRFBP-R2 block | MEKK2 mut-MEK5 | GalR3 antag | CRFR2-BP ag
CC(=C/C(=O)O)/C=C/c1cccs1 | 6 | 0 | 97 | -3 | 92 | -1 | -1 | -3 | -1.4
CCn1c(C)c(C(C)=O)c(N2CCCCC2)nc1=S | 0 | -12 | 87 | -5 | 87 | 3 | -11 | 4 | 2.3
COC(=O)C1=C(CS(=O)(=O)c2ccc(C)cc2)NC(=O)NC1c1ccc(OC)c(OC)c1 (centres undefined) | -1 | -20 | 97 | 14 | 99 | -13 | -6 | 2 | 1.0

# (cont.)
canonical_smiles | UBC9 SUMO inh | DNA FID counter | MEKK3 PB1 HTS | NS3 helicase inh | MEKK2 WT-MEK5 | CRFBP-R2 block | MEKK2 mut-MEK5 | GalR3 antag | CRFR2-BP ag
Cc1nc2ccc(S(=O)(=O)NCC(=O)NCc3ccc4c(c3)OCO4)cc2s1 | 1 | -7 | 104 | -10 | 105 | 0 | 11 | -2 | 1.6
COc1ccc(N(C)S(=O)(=O)c2c(C)[nH]c(=O)[nH]c2=O)cc1 | -7 | 0 | 100 | 10 | 95 | -3 | -1 | -7 | 0.4
Cc1cc(Br)ccc1NC(=O)CSc1nnc(CN2CCOCC2)n1C | 12 | -10 | 106 | 1 | 105 | 6 | 6 | -8 | 0.2
CCc1ccc(CN(C)C(=O)c2cc(COc3c(F)cccc3F)on2)cc1 | -2 | -18 | 106 | -6 | 128 | 3 | 7 | -3 | 0.4
Cc1ccc(NC(=O)c2cccnc2C(=O)Nc2ccc(C)cc2)cc1 | 14 | -5 | 93 | -1 | 94 | 7 | -6 | -2 | -0.3
N#Cc1c(NC(=O)CSc2nnc(-c3ccncc3)n2CC2CCCO2)sc2c1CCCC2 (centres undefined) | -22 | -33 | 102 | 2 | 108 | 26 | 2 | -3 | -3.9
CCC(C)(C)n1nnnc1C(c1cc2cc(C)cc(C)c2[nH]c1=O)N1CCN(C(=O)c2ccco2)CC1 (centres undefined) | 0 | -4 | 97 | 1 | 95 | -23 | 2 | 5 | -0.3
c1ccc(-c2nn3c(C4CCCCC4)nnc3s2)nc1 | 29 | -4 | 96 | 1 | 96 | -13 | -2 | -2 | 0.5
COCCNC(=O)C(c1ccc(O)cc1)N(Cc1ccco1)C(=O)CCC(=O)Nc1nccs1 (centres undefined) | 4 | -13 | 108 | 5 | 106 | 25 | 3 | 0 | -8.6
COC(=O)c1ccccc1NC(=O)COC(=O)c1cccnc1 | 24 | 1 | 95 | 10 | 93 | 8 | 2 | -2 | 1.0
CCCCCN(C(=O)NC(=O)Nc1nncs1)S(C)(=O)=O | 1 | 0 | 106 | 0 | 105 | -27 | 6 | 4 | 3.7
CCOC(=O)c1csc(NC(=O)c2ccc(N3C(=O)CCC3=O)cc2)n1 | 6 | -6 | 117 | 14 | 108 | 20 | -3 | -2 | 0.8
Cc1ncoc1C(=O)N1CCCC(C(=O)c2cccc(C(F)(F)F)c2)C1 (centres undefined) | 5 | -7 | 97 | 3 | 93 | 0 | -7 | -2 | 2.8
O=C(NCCCN1CCCCCC1)C1CC(=O)N(C2CCCC2)C1 (centres undefined) | -5 | 2 | 107 | -4 | 162* | -16 | 31* | -6 | 8.6
CC(C)Sc1nc2c(c(=O)[nH]c(=O)n2C)n1Cc1ccc(Cl)cc1 | -30 | -6 | 108 | 1 | 103 | -39 | 18 | 1 | -2.3
Cc1ccc(-c2cc(C(=O)N/N=C/c3c(C)nn(C)c3C)c3ccccc3n2)cc1C | 39 | -16 | 108 | -8 | 107 | 5 | 7 | -2 | -0.4

# Some of these compounds in order of the MEKK2 WT-MEK5 value, falling:
smiles	MEKK2 WT-MEK5
O=C(NCCCN1CCCCCC1)C1CC(=O)N(C2CCCC2)C1 (centres undefined)	162*
Cc1ccc(-c2cc(C(=O)N/N=C/c3c(C)nn(C)c3C)c3ccccc3n2)cc1C	107
Cc1ncoc1C(=O)N1CCCC(C(=O)c2cccc(C(F)(F)F)c2)C1 (centres undefined)	93

# Compound activity: PubChem, several laboratories
